SW480 rereplic = A quantitative high throughput screen for small molecules that induce DNA re-replication in SW480 colon adenocarcinoma cells; 340,000 tested, 1.8% active; SW480 DNA re-replication, Hoechst DNA content imaging, 48 h; Potency, µM (highest dose often 46.1 µM), without a hit: at the highest dose re-replication activation, hits mostly activators; also: potency is read from the fitted curve at half-maximal effect; % of control where 0% means no effect; nearly all actives have a fitted effect of over 55% in size
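Treated cells incubate 48 hr (37 C, 5% CO2), are stained 40 min with Hoechst, and nuclear fluorescence is enumerated; a rise in nuclei with high DNA signal marks re-replication.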
MCF10A rerep = A quantitative high throughput screen for small molecules that induce DNA re-replication in MCF 10a normal breast cells | AID 624296, 2012 | MCF 10A DNA re-replication, Hoechst nuclear intensity, 48 h | 350,000 tested, 2.9% active | Potency, µM (highest dose often 46.1 µM), for inactives: at the highest dose activity, positive = re-replication, hits mostly activators; also: potency is read from the fitted curve at half-maximal effect; % of control where 0% means no effect; nearly all actives have a fitted effect of over 50% in size
WRN inhibitor = qHTS for Inhibitors of WRN Helicase; AID 651768, 2012; Bifunctional 3'-5' exonuclease/ATP-dependent helicase WRN (Homo sapiens), Q14191; Potency, µM (titrated, usually from 114 µM), inactives show at the top dose activity change, negative = inhibition, usual class: inhibitors; WRN helicase unwinding, fluorescent forked duplex, kinetic; 360,000 tested, 0.46% active; also: potency is read from the fitted curve at half-maximal effect; % is scaled to controls: 0 for no effect and ±100 for the full control effect; nearly all actives have a fitted effect of over 55% in size
Target sequence (Q14191 whole entry, looked up): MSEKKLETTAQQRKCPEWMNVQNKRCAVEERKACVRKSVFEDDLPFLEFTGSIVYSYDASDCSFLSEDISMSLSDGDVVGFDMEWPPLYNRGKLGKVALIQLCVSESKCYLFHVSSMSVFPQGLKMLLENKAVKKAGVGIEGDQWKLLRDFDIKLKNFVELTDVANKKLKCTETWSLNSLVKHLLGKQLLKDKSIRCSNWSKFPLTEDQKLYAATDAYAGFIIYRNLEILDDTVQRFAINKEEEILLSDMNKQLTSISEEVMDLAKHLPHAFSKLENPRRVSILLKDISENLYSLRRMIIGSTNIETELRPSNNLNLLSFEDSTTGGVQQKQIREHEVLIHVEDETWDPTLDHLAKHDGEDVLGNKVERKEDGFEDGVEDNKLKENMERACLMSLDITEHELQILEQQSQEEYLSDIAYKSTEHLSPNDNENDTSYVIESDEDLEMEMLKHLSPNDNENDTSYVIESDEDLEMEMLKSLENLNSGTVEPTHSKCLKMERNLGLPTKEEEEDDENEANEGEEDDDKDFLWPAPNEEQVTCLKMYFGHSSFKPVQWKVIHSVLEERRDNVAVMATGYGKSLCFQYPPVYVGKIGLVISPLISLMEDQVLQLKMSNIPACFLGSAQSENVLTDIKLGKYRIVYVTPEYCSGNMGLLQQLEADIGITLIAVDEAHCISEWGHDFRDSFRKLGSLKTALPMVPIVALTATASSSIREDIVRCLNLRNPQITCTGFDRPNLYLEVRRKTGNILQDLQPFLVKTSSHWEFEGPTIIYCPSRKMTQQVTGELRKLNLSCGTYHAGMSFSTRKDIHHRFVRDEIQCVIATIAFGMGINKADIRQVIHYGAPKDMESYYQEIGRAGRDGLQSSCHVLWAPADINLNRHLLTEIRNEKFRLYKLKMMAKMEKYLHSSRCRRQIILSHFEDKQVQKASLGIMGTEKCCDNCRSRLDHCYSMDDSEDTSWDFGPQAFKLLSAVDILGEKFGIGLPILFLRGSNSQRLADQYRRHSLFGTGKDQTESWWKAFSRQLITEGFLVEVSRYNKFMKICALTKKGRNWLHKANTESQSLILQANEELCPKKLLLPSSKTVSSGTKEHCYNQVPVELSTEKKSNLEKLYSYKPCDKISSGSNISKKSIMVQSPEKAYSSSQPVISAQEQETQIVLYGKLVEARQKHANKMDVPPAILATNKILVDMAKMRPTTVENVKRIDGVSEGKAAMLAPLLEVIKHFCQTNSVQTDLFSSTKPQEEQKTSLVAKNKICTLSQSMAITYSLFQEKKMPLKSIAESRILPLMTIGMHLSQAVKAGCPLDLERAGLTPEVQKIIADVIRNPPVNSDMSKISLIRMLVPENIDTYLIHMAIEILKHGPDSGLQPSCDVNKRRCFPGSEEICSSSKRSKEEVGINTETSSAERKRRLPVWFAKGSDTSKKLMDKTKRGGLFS
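Fluorescence dequenching readout, ex 525 nm/em 598 nm, kinetic mode: forked duplex DNA (100 nM final) with adjacent fluorophore and quencher unwound by WRN (20 nM final) with 2 mM ATP. Compound preincubation 15 min, room temperature.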
HT1080 IDH1KD tx = qHTS for induction of synthetic lethality in tumor cells producing 2HG: qHTS for the HT-1080-IDH1KD cell line | HT-1080 IDH1 knockdown viability, ATP luminescence, 48 h | Potency, µM (doses to about 46.1 µM), inactives show top-dose activity, negative = toxicity, hits mostly cytotoxic | 360,000 tested, 2% active;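 also: potency is read from the fitted curve at half-maximal effect; 0% = DMSO wells and -100% = cell-free medium wells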
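After a 2 h attachment period, IDH1KD HT-1080 cells took pin-transferred compound for 48 h at 37 °C; ATP-based luminescence after 10 min room-temperature reagent incubation reported viability.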
HT1080NT lethal = qHTS for induction of synthetic lethality in tumor cells producing 2HG: qHTS for the HT-1080-NT fibrosarcoma cell line; AID 686970, 2013; Potency, µM (top dose mostly 46.1 µM), without a hit: at the highest dose activity, negative = less viability, most hits filed as cytotoxic; 360,000 tested, 1.6% active; HT-1080-NT fibrosarcoma viability, CellTiter-Glo ATP luminescence, 48 h;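 also: NT is the 2HG producing partner of a matched IDH1 knockdown line; potency is read from the fitted curve at half-maximal effect; 0% = DMSO-treated cells and -100% = media-only wells without cells; nearly all actives have a fitted effect of over 55% in size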
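Viability by CellTiter-Glo luminescence after 48 h compound exposure at 37C of HT-1080-NT cells (750/well, RPMI, 5% FBS). % activity scaled between DMSO wells and medium-only wells, then curve-fitted and categorized by curve class.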
IL-1B inflam inh = qHTS for Inhibitors of Inflammasome Signaling: IL-1-beta AlphaLISA Primary Screen; 360,000 tested, 4.7% active; activity change, % at 57.5 µM; THP-1 LPS/ATP IL-1B secretion, AlphaLISA, 16 h; hits give low values; in the data active = activity change below about -50%; inconclusive = mostly about -30% to -49%; also: % is scaled to controls: 0 for no effect and ±100 for the full control effect
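THP-1 cells pretreated 1 hr with compounds (up to 57.5 uM final), then stimulated with LPS (250 ng/mL final) plus ATP (1.25 mM final); secreted IL-1B measured by AlphaLISA after 16 hr, decreased signal indicating inhibition.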
KB-V1 MDR tox = qHTS assay for MDR1-selective chemotherapeutics: Primary screen using the drug-selected MDR subline cells KB-V1; 400,000 tested, 3.4% active; KB-V1 MDR cells viability, CellTiter-Glo, 72 h; Potency, µM (highest dose often 46.1 µM), without a hit: at the top dose activity change, negative = cytotoxicity, usual class: cytotoxic; also: potency is read from the fitted curve at half-maximal effect; % is scaled to controls: 0 for no effect and ±100 for the full control effect; nearly all actives have a fitted effect of over 60% in size
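KB-V1 MDR subline cells in DMEM (phenol-red free, 10% FBS) exposed to compounds in qHTS concentration series for 72 h at 37 degrees C. Viability read by CellTiter-Glo luminescence; concentration-effect curves fitted after normalization and correction.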
KB-3-1 tox = qHTS assay for MDR1-selective chemotherapeutics: Primary screen using the parental adenocarcinoma cell KB-3-1 | KB-3-1 viability, CellTiter-Glo ATP luminescence, 72 h | Potency, µM (titrated, usually from 46.1 µM), for the others: at the top dose activity change, negative = cytotoxic, most hits filed as cytotoxic | 400,000 tested, 1.4% active | AID 1347075, 2019; also: potency is read from the fitted curve at half-maximal effect; % is scaled to controls: 0 for no effect and ±100 for the full control effect; nearly all actives have a fitted effect of over 60% in size
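Here the drug-naive KB-3-1 line serves as comparator for MDR sub-line selectivity; cells received compound titrations, 72 h at 37 °C, then CellTiter-Glo readout.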
ATXN2 expr inh = Primary qHTS for Inhibitors of ATXN expression; HEK-293 ATXN2-luciferase reporter, luminescence, 24 h; 360,000 tested, 0.72% active; Potency, µM (top dose mostly 57 µM), for inactives: at the top dose activity change, negative = inhibition, hits mostly inhibitors; also: potency is read from the fitted curve at half-maximal effect; % is scaled to controls: 0 for no effect and ±100 for the full control effect; nearly all actives have a fitted effect of over 55% in size
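qHTS (up to 57 uM final) was run with 24 h compound exposure of reporter cells at 37 °C. Each well was multiplexed: SteadyGlo luminescence measured ATXN2-luciferase expression after a fluorogenic Gly-Phe-AFC viability readout (25 uM final).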
The depositor's hits bear a star; ? = inconclusive; / = not tested or not shown; [ ] = another dose, or the depositor's remark. Unless noted, calls follow the shape of the dose curve; as a rule, active = well fitted curve in the direction sought with a large enough effect; inconclusive = small, poorly fitted or top-dose-only effect, or another doubt; inactive = no such curve, though single readings can be large; an effect the other way counts as inactive or inconclusive.

molecule	SW480 rereplic	MCF10A rerep	WRN inhibitor	HT1080 IDH1KD tx	HT1080NT lethal	IL-1B inflam inh	KB-V1 MDR tox	KB-3-1 tox	ATXN2 expr inh
COc1ccc2nc3c(c(-c4ccccc4)c2c1)CCC3	-6%	?	2%	0%	0%	17	-8%	-2%	4%
CCOc1ccc(S(=O)(=O)Nc2ccncc2)c(C)c1C	10%	-39%[inhibitor]	2%	-1%	7%	31	5%	-1%	-6%
Cc1nn(Cc2cccc(Oc3ccccc3)c2)c(C)c1NC(=O)NC12CC3CC(CC(C3)C1)C2	12%	14%	-32%[57.1 µM]	3%	7%	-22	-26%	-10%	-4%
Cc1cc(C)cc(NC(=O)C2CCCN2C(=O)Oc2ccccc2)c1 (stereo not drawn)	?	?	-13%	-6%	-26%	-19	?	-4%	-12%
Cc1oc2c(c(C)cc3oc(=O)c(CC(=O)N[C@@H](CCCNC(N)=O)C(=O)O)c(C)c32)c1C	-2%	-6%	2%	0%	9%	-5	9%	2%	/
Cn1c(O)c(N=NC(=O)Cn2c(C(F)(F)F)nc3ccccc32)c2ccccc21	-3%	?	4%	9%	1%	11	-1%	0%	6%
CCOc1ccc(-c2nc(C#N)c(N3CCCCCC3)o2)cc1	-11%	1%	-9%	7%	-13%	-61*	0%	5%	-8%
CCCCC(=O)Nc1cccc(NC(=S)NC(C)=O)c1	-1%	1%	-16%	-1%	0%	0	-11%	-4%	-11%
CN(C)/C=N/C(=S)Nc1ccc(Cl)c(Cl)c1	4%	9%	-6%	?	-15%	-91*	-25%	0%	17%
CC(C)n1c(CN(C)c2ccccc2)nc2ccccc21	1%	?	7%	-10%	-16%	-8	?	-18%	-14%
COc1ccc(C(C(=O)NC2CCCCC2)N(C(=O)c2sc(C)nc2C)c2ccccc2)cc1 (stereo not drawn)	1%	8%	-2%	0%	6%	28	3%	-4%	-2%
CCOc1cc(N2CCOCC2)c(OCC)cc1NC(=O)CN1C(=O)NC(CC(C)C)C1=O (stereo not drawn)	-9%	-6%	-7%	-12%	-1%	-12	-5%	2%	/
CCOc1nc(NCCC2=CCCCC2)nc(N2CCOCC2)n1	23µM*	21µM*	2%	-3%	1%	-20	-3%	9%	-8%
Cc1cc(-c2csc(NC(=O)c3ccc(S(=O)(=O)N(C)C)cc3)n2)c(C)n1-c1ccccc1	6%	-1%	-13%	-2%	0%	7	1%	-29%	-35%
CC(=O)c1c(N2CCOCC2)nc(=O)n(-c2ccccc2)c1C	-3%	-5%	-7%	0%	25%	-1	5%	-7%	5%

Entries of single compounds, quoted from the list.
Profile of CCCCC(=O)Nc1cccc(NC(=S)NC(C)=O)c1 : SW480 rereplic = -1%; MCF10A rerep = 1%; WRN inhibitor = -16%; HT1080 IDH1KD tx = -1%; HT1080NT lethal = 0%; IL-1B inflam inh = 0; KB-V1 MDR tox = -11%; KB-3-1 tox = -4%; ATXN2 expr inh = -11%
Profile of CN(C)/C=N/C(=S)Nc1ccc(Cl)c(Cl)c1 : SW480 rereplic = 4%; MCF10A rerep = 9%; WRN inhibitor = -6%; HT1080 IDH1KD tx = ?; HT1080NT lethal = -15%; IL-1B inflam inh = -91*; KB-V1 MDR tox = -25%; KB-3-1 tox = 0%; ATXN2 expr inh = 17%

Other records:
molecule	SW480 rereplic	MCF10A rerep	WRN inhibitor	HT1080 IDH1KD tx	HT1080NT lethal	IL-1B inflam inh	KB-V1 MDR tox	KB-3-1 tox	ATXN2 expr inh
O=C1NCC(c2ccccc2)C1C(=O)N/N=C\c1ccc(-c2cccc(Cl)c2Cl)o1 (stereo not drawn)	0%	?	-8%	?	?	-17	-4%	-15%	-21%
Cc1ccc(CCNC(=O)CNC(=O)c2cccs2)cc1	-2%	-5%	0%	8%	4%	1	0%	?	1%
CC(C)(C)c1nnc(NC(=O)Cc2ccccc2[N+](=O)[O-])s1	1%	13%	-4%	0%	-5%	9	?	?	-1%
NCCOc1cnn(-c2ccccc2Cl)c(=O)c1Cl	-700%[inhibitor]	-32%[inhibitor]	-2%	-1%	8%	14	-8%	4%	1%
CN(CCc1ccccc1)C(=O)c1ccc(NC(=O)Cc2cccc(NC(=O)C3CCN(C(=O)CCc4ccccc4)CC3)c2)cc1	?	?	2%	-8%	-2%	20	-3%	0%	1%
COc1cc2c(cc1OC)C(c1c(Cl)cccc1Cl)NC(=O)C2 (stereo not drawn)	-10%	-2%	-1%	7%	9%	59	15%	-1%	/
CC(=O)Nc1nc2ccccc2n1CCOc1ccccc1Cl	16%	21%	-7%	-20%	-13%	27	-14%	?	-32%
CN(Cc1ccccc1F)C(=O)CCCNC(=O)c1ccc(Cl)cc1	-4%	?	0%[57.1 µM]	11%	10%	9	1%	6%	0%
CC1(C(=O)NS(=O)(=O)C2CC2)CCN(C(=O)c2ccc3ccccc3n2)C1 (stereo not drawn)	/	/	-7%	19%	20%	13	-1%	0%	4%
c1ccc(CCNc2ccc3c(c2)Cc2ccccc2-3)nc1	2%	2%	-22%	-23%	-16%	-3	?	?	119%[activator]
COC(=O)c1ccc(-n2c(C)nc(=O)c(-c3ccccc3)c2C)cc1	-1%	2%	1%	1%	0%	8	-7%	-2%	9%
CCCOc1ccc(-c2c(C(=O)N/N=C/c3ccco3)nnn2-c2nonc2N)cc1	1%	-1%	-4%	-1%	-15%	92	0%	12%	-23%
NS(=O)(=O)c1cccc(NC(=O)CC2(CC(=O)O)CCCC2)c1	-3%	-19%	2%[57.1 µM]	4%	14%	19	18%	12%	-17%
C=CCn1c(SCC(=O)N(CC)c2c(N)n(Cc3ccccc3)c(=O)[nH]c2=O)nnc1-c1ccccc1OC	-5%	7%	-16%	11%	14%	0	14%	12%	5%
O=C(Nc1ccc(Cl)cc1)Nc1ccc(N2CCCC2)c(S(=O)(=O)Nc2ccccc2Cl)c1	?	?	-36%[57.1 µM]	6.5µM*	?	-52*	?	?	?
COc1ccccc1OCCC(=O)NNC(=O)c1ccccc1F	-17%	-1%	5%	2%	2%[9.24 µM]	20	?	14%	11%
CCOc1ccc(CCNC(=O)C2CCN(S(=O)(=O)N3CCOCC3)CC2)cc1OCC	2%	6%	4%	19%	20%	1	?	5%	3%
CSCCC(NC(=O)c1ccccc1Cl)C(=O)NCC(c1ccc(F)cc1)N1CCOCC1 (stereo not drawn)	-3%	1%	4%	-5%	6%	-17	7%	-1%	/
CC(C)N1CC(C(=O)Nc2cccc([N+](=O)[O-])c2)CC1=O (stereo not drawn)	-1%	0%	-3%	17%	16%	1	?	10%	/
COC(=O)c1cccc(NC(=O)c2cccc(-n3cnnn3)c2)c1	/	/	2%	-3%	2%	?	-8%	-5%	/
COc1ccc(S(=O)(=O)N(CCc2ccccc2)CC(=O)N/N=C/c2ccc3c(c2)OCO3)cc1	?	1%	-9%	3%	-3%	-1	4.6µM*	?	-3%
COc1ccc(C)cc1NC(=O)CSCc1cc(=O)n2c(C)csc2n1	-14%	0%	-5%	-4%	0%	12	-3%	6%	-8%
CCN1C(=NCC(C)C)N[C@@H](CCc2ccccc2)[C@H](C(=O)NCC(C)C)[C@H]1C	-9%	-11%	-7%	0%	-8%	-23	?	-1%	-12%
COc1cccc(-c2cnc(C(O)c3cc(C)c(OC)c(C)c3)[nH]2)c1 (stereo not drawn)	/	/	-5%	-6%	-3%	27	-10%	0%	-14%
CCOC(=O)C1=C(C)Nc2nnnn2C1c1ccc(OC)c(Br)c1 (stereo not drawn)	-2%	2%	4%	-8%	11%	-2	-11%	-2%	1%
C[C@@H](NC(=O)c1nc[nH]c1C(=O)N[C@@H](CCCCNC(=O)OC(C)(C)C)C(=O)OC(C)(C)C)c1ccccc1	?	?	-8%	?	6%	-25	?	?	?
O=C(c1cc2cc(Cl)ccc2[nH]1)N1CCN(c2ccccn2)CC1	-3%	1%	-25%	20%	16%	7	-3%	14%	-7%
CCOC(=O)c1c(C)[nH]c(C)c1S(=O)(=O)NCCc1sccc1C	-2%	1%	7%	-1%	-8%	24	-14%	-13%	/
CC(NC(=O)C1CCCC1)c1ccc(Br)cc1 (stereo not drawn)	-5%	0%	-1%	-3%	-1%	16	0%	?	/

Gathered by group, the compounds so far with a furan ring, fused or not (3)
molecule	SW480 rereplic	MCF10A rerep	WRN inhibitor	HT1080 IDH1KD tx	HT1080NT lethal	IL-1B inflam inh	KB-V1 MDR tox	KB-3-1 tox	ATXN2 expr inh
Cc1oc2c(c(C)cc3oc(=O)c(CC(=O)N[C@@H](CCCNC(N)=O)C(=O)O)c(C)c32)c1C	-2%	-6%	2%	0%	9%	-5	9%	2%	/
O=C1NCC(c2ccccc2)C1C(=O)N/N=C\c1ccc(-c2cccc(Cl)c2Cl)o1 (stereo not drawn)	0%	?	-8%	?	?	-17	-4%	-15%	-21%
CCCOc1ccc(-c2c(C(=O)N/N=C/c3ccco3)nnn2-c2nonc2N)cc1	1%	-1%	-4%	-1%	-15%	92	0%	12%	-23%

High-throughput results: PubChem, National Center for Advancing Translational Sciences (NCATS)
